12-LOX inh: blocks human arachidonate 12S-lipoxygenase; P18054; purified 12hLO, xylenol orange hydroperoxide absorbance; Potency, µM (doses to about 108 µM), without a hit: at the highest dose activity change, negative = inhibition, actives largely listed as inhibitors; hit rate 1.1% among 580,000; active = well fitted inhibition curve with a large enough effect; inconclusive = small, poorly fitted or top-dose-only effect, or another doubt; inactive = no such curve, though single readings can be large or run the other way
Target sequence (P18054 whole entry, looked up): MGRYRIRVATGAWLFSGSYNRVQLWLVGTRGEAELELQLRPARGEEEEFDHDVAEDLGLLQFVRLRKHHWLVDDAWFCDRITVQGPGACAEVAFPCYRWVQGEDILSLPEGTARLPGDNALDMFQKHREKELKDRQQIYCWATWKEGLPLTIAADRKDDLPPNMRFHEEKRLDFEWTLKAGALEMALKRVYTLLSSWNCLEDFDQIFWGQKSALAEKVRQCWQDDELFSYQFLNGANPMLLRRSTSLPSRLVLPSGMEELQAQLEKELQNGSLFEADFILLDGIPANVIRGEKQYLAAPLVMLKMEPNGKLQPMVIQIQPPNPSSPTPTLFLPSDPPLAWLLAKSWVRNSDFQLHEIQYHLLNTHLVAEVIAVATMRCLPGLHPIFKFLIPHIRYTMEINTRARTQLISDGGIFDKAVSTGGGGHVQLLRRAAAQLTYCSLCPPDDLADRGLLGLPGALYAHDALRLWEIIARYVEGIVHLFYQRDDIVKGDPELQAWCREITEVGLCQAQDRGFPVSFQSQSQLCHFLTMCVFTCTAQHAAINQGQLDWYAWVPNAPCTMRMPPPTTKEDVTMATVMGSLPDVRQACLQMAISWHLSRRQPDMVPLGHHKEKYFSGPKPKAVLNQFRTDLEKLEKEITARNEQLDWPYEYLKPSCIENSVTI
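Hydroperoxide product was detected by ferrous iron/xylenol orange as the 573 to 405 nm absorbance ratio. Arachidonic acid at 40 uM (final) was turned over for 30 min at room temperature by 150 nM human 12hLO, pH 7.0 Hepes buffer, after 15 min compound preincubation.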
* = called active by the depositor; ? = inconclusive; [ ] = remark or other dose. % is scaled to controls: 0 for no effect and ±100 for the full control effect; potency is read from the fitted curve at half-maximal effect.

SMILES	12-LOX inh
COC(=O)[C@H](C(C)C)N(Cc1cn(Cc2ccccc2)nn1)S(=O)(=O)c1ccccc1Br	22%
CCNC(=O)N1CCCC1c1nc(C2CCOCC2)no1 (stereo not drawn)	3%
CCCc1sc(C(=O)N2CCCCCC2)cc1Br	1%
CCOc1ccc2cc(/C(=N/O)C3CCCCC3)ccc2c1	-24%
Cc1cccc(CN2CCC(CNC(=O)c3cccc4c3SCCC4=O)CC2)c1	1%
CCOc1ccc2c(c1)cc(C(=O)Nc1ccc(OC)cc1)n2C	2%
CCCN(Cc1cccc(OC)c1)C(=O)C(c1cccnc1)N1CCOCC1 (stereo not drawn)	62%[activator]
Cn1cnc2ccc(Nc3cccc(F)c3)nc2c1=O	11%[176 µM]
COC(=O)CN1CCCC1Cc1ccc(OC)cc1 (stereo not drawn)	?
CCOC(=O)c1ccc(N2C(=O)c3n[nH]c(C)c3C2c2ccc(C(=O)OC)cc2)cc1 (stereo not drawn)	23%
Cc1ccc2c(COC(=O)c3n[nH]c4ccccc34)cc(=O)oc2c1C	?
CCc1ccc(CNC(=O)C2CCCCC(=O)N2C)cc1 (stereo not drawn)	20%
C[C@]1(CO)C2CC[C@@H](O)[C@@H](CC(=O)N3CCC[C@H]3CO)[C@]2(C)CC[C@H]1OC(=O)Nc1ccccc1 (stereo partly drawn)	-14%
COc1ccc(OC)c(S(=O)(=O)N2[C@@H]3CC[C@H]2CC(NC(=O)c2ccc(F)cc2)C3)c1 (stereo partly drawn)	16%
COc1ccc(C(=O)N2CCCC(n3cc(-c4nc(C5CC5)no4)nn3)C2)cn1 (stereo not drawn)	-8%
COc1ccc(C(=O)N2CCCN(c3cc(-c4ccc(C)c(C)c4)[nH]n3)CC2)cc1OC	9%
Cc1cccc(C(=O)Nc2nonc2-c2ccc(Cl)cc2)c1	-5%
O=c1[nH]c(C2CCCN(Cc3cccc4ccccc34)C2)nn1-c1ccc(Cl)cc1 (stereo not drawn)	29%
CC1=C[C@@H](CNS(=O)(=O)c2cccc(C#N)c2)[C@H](C(C)C)C[C@H]1CC(=O)NCc1cccnc1	26%
O=C(NC(Cc1ccccc1)c1ccccc1)C1CCCO1 (stereo not drawn)	-27%

An excerpt from above in order of their number in 12-LOX inh, low to high.
SMILES	12-LOX inh
COc1ccc(C(=O)N2CCCC(n3cc(-c4nc(C5CC5)no4)nn3)C2)cn1 (stereo not drawn)	-8%
CCOC(=O)c1ccc(N2C(=O)c3n[nH]c(C)c3C2c2ccc(C(=O)OC)cc2)cc1 (stereo not drawn)	23%
CC1=C[C@@H](CNS(=O)(=O)c2cccc(C#N)c2)[C@H](C(C)C)C[C@H]1CC(=O)NCc1cccnc1	26%

Back to the main list, starting five compounds before the break.
SMILES	12-LOX inh
COc1ccc(C(=O)N2CCCN(c3cc(-c4ccc(C)c(C)c4)[nH]n3)CC2)cc1OC	9%
Cc1cccc(C(=O)Nc2nonc2-c2ccc(Cl)cc2)c1	-5%
O=c1[nH]c(C2CCCN(Cc3cccc4ccccc34)C2)nn1-c1ccc(Cl)cc1 (stereo not drawn)	29%
CC1=C[C@@H](CNS(=O)(=O)c2cccc(C#N)c2)[C@H](C(C)C)C[C@H]1CC(=O)NCc1cccnc1	26%
O=C(NC(Cc1ccccc1)c1ccccc1)C1CCCO1 (stereo not drawn)	-27%
CCc1ccc2oc(C(=O)N(Cc3cccs3)C3CCS(=O)(=O)C3)cc(=O)c2c1 (stereo not drawn)	2%
COC(C)(C)C(=O)N1CCc2onc(-c3ccc4c(c3)OCO4)c2C1	25%
CC(C(=O)N1CCc2ccccc21)n1c(=O)c2c(ncn2C2CCCC2)n(Cc2ccccc2)c1=O (stereo not drawn)	-10%
CCCCCCNC(=O)Cc1csc2nc(C)c(-c3cc(C)n(-c4ccc(F)cc4)n3)c(=O)n12	45%[activator]
C[C@@H]1CN(C(=O)NCc2ccccc2F)CC[C@@]1(O)C1CCOCC1	46%[activator]
Cc1cc(SCC(=O)NC(N)=O)nc2ccccc12	-2%
CCc1ccccc1NC(=O)N1CCN(Cc2ccc(Cl)s2)CC1	-24%
O=C(c1ccc(C(F)(F)F)cc1)N1CCC(N2CCOC2=O)CC1	0%[6.33 µM]
C=C(C)CNCC1(O)CCCN(Cc2cccc(F)c2F)C1=O (stereo not drawn)	50%
COc1ccc(N2Cc3c(NC4CC4)ncnc3N(C)CC2=O)cc1	-5%
Cc1ccc(NC(=O)Cn2c(-c3ccccc3)nc(C)cc2=O)cc1	8%
COc1cc(Br)c(/C=C/C(=O)O)cc1OC	?
O=C(O)CCCCCN1C(=O)CC(c2ccccc2)CC1=O	-12%
O=C(NC1CCCCC1)C1CN(S(=O)(=O)c2ccccc2Cl)CC12CCOCC2 (stereo not drawn)	-8%
COc1ccc(C(=O)N2CCC3(CC2)OC(=O)N(CC2CC2)C3(C)c2cccnc2)cn1 (stereo not drawn)	-13%[176 µM]
OCCn1cc(-c2cnc3nnn(Cc4ccc5ncccc5c4)c3n2)cn1	-9%[57.4 µM]
CCOc1ccc(-n2nnc(C(=O)NCc3ccco3)c2N)cc1	?
C/C(=N\O)c1ccc(OCCOc2ccc(/C(C)=N/O)cc2)cc1	13%
COc1ccc(N2CC(c3noc(-c4ccc5c(c4)OCO5)n3)CC2=O)cc1OC (stereo not drawn)	2%
CN1Cc2cccn2CC1CNC(=O)c1nccn1C (stereo not drawn)	184%[activator]
Cc1oc(-c2nc(C#N)c(NCc3cccnc3)o2)cc1S(=O)(=O)N(C)C	7%
Cc1ccc2[nH]c(-c3ccccc3)c(C)c2c1	-24%
Cn1cc(CC(=O)N2CCCc3ncc(C(=O)N4CCN(Cc5ccccc5)CC4)cc32)c2ccccc21	0%
COc1ccc(C(=O)N[C@@H]2CN(c3ccccn3)C[C@H]2CN(C)C)c(OC)c1	13%
Cc1cccc(-n2cc(CN3CCN(c4cc(N)nc(N)n4)CC3)cn2)c1	139%[activator]
CC1(C(=O)O)CCN(S(=O)(=O)c2ccsc2)CC1	3%[12.5 µM]
COc1ccc(N2CCOC3CCN(Cc4cccc(Cl)c4)CC3C2=O)cc1 (stereo not drawn)	-7%[176 µM]
CCSCCC(=O)NCCC(=O)N(C)Cc1ccccc1	-7%
COc1ccccc1NS(=O)(=O)c1cc(-c2n[nH]c(=O)c3ccccc23)ccc1C	?
O=C(NCc1ccccc1)N1CCCC(c2nc(CCOc3ccc(F)cc3)no2)C1 (stereo not drawn)	20%
O=C(c1cc(=O)c2ccccc2o1)N1CCN(C(c2ccccc2)c2ccccc2)CC1	3%
Cc1cc2nc3n(c(=O)c2n1CC(=O)Nc1ccc(Cl)cc1F)CCCCC3	-18%
Cc1[nH]c2ccccc2c1C(=O)CSc1ccc2c(c1)OCCCO2	25µM*
O=C(c1ccc2c(c1)OCO2)N1CCN(c2nnc3ccccn23)CC1	38%
Cc1ccc(Cc2c(-c3ccc(Cl)cc3)nc3c4ccccc4ccn23)cc1	?
CCN1C(=O)COC[C@@H]1[C@H](O)c1ccc(NC(=O)c2cc(C)nn2C)cc1	125%[activator][176 µM]
CCCn1c(=O)c2c(nc(-n3nc(C)cc3C)n2CC)n(C)c1=O	3%
CC1CCCN(C(=O)c2ccc(CN3C(=O)NC4(CCS(=O)(=O)CC4)C3=O)cc2)C1 (stereo not drawn)	12%
CC(C)Cc1ccc(C(C)NC(C)C(=O)NC(N)=O)cc1 (stereo not drawn)	-18%
COCCNc1nc2cc(-c3nc(-c4cccnn4)no3)ccc2n1C	-27%
COCCn1c(=O)c2c(nc(-n3nc(C)cc3C)n2Cc2ccccc2)n(C)c1=O	-2%
Cc1nc(N2CCC(NC(=O)c3ccccc3Cl)CC2)cc(C(F)(F)F)n1	1%
CC(=O)N1CCC(C2CCN(Cc3cccc(C)c3)C2)CC1 (stereo not drawn)	61%[activator]
COCCCN1CC2(CCN(C(=O)CCn3cc(C)cn3)CC2)CC1=O	-15%
Clc1ccc(CNc2ncncc2-c2nc(-c3ccccc3)no2)cc1	7%
CN1Cc2nnn(CC3CCCCC3)c2-c2ccccc2S1(=O)=O	6%
CCN(C(=O)CCn1cnc2c1c(=O)n(C)c(=O)n2C)c1ccccc1C	9%
NC(=O)[C@@H]1CCCN1C(=O)[C@@H](Cc1ccccc1)NC(=O)[C@H]1O[C@@H](n2ccc(N)nc2=O)[C@H](O)[C@@H]1O	-1%
COc1ccc(N2C(=O)CSC23CCN(C(=O)c2ccccc2Br)CC3)cc1	47%[activator]
OC1(c2csc(CN3CCc4ccccc4C3)n2)CCN(CC2CCCCC2)CC1	12%[176 µM]

(listing goes on)
SMILES	12-LOX inh
Cn1c(=O)[nH]c(=O)c2c1nc(N1CCN(Cc3ccc(Cl)cc3)CC1)n2CCCc1ccccc1	-15%
CN1C[C@H]2CN(Cc3ccc(C(=O)O)cc3)CCN2C1=O	?
CN1CCN(C(=O)[C@@H]2CCC[C@@H](NCc3ccc(F)cc3)CN(C)C(=O)C2)CC1	18%[176 µM]
Cc1cccc(CN2CCCC3(Cc4ccccc4CNC3=O)C2)c1 (stereo not drawn)	-1%[6.33 µM]
CC(C)C[C@H](NC(=O)NCCc1ccccc1F)C(=O)O	-24%
CCOc1cc(CN2CCC(C)(c3noc(C4CCOCC4)n3)CC2)ccc1O	33%[activator]
O=C(NC[C@H]1O[C@@H]2C[C@@H](CC(=O)N3CCOCC3)O[C@@H]2[C@@H]1O)NC1CCCCC1	0%[176 µM]
O=S(=O)(Nc1nc2ccccc2nc1Nc1ccc(F)cc1)c1cccc(Cl)c1	?
CN1C(=O)c2cccn2CC1C(=O)N1CCOCC1 (stereo not drawn)	8%
CCCCCCc1cc2c3c(c(=O)oc2cc1OCC(=O)OC(C)C)CCCC3	13%
Cc1nn(Cc2ccccc2)c(C)c1[C@@H]1C=C[C@@H](NC(=O)Nc2cccc(C#N)c2)C1	2%[176 µM]
O=S(=O)(NC1=NCN(Cc2ccccn2)CN1)c1ccccc1	-4%
COc1ccc(-c2nccn3cc(C(=O)Nc4ccc(OC)c(OC)c4)nc23)cc1	10%
CN(Cc1cnccn1)C(=O)CC(c1ccccc1)c1ccc2c(c1)OCO2 (stereo not drawn)	-21%
CC(=O)N1CCC([C@@H]2CN(C3CCSCC3)C[C@H]2CO)CC1	41%[activator]
Cc1ccc(CC(=O)N2CCN(C(=O)c3nnn4c3COC(c3ccccc3)C4)CC2)cc1 (stereo not drawn)	21%
Cc1nn(CC(O)COc2cccc(Br)c2)c(=O)c2ccccc12 (stereo not drawn)	?
O=c1cc(N2CCOCC2)oc2c(-c3ccccc3Oc3ccccc3)nccc12	?
O=C1N(C2CCN(Cc3ccncc3)CC2)C(c2ccncc2)C12CCCCC2 (stereo not drawn)	22%
Cc1ccc(OCC(=O)OCC(=O)NC23CC4CC(CC(C4)C2)C3)cc1C	-15%
COC(=O)[C@]12C[C@H](CC(=O)NCC34CC5CC(CC(C5)C3)C4)C(=O)N(Cc3ccccc3)C1=C[C@H](COCc1ccccc1)O[C@@H]2C	-6%
O=C([C@@H]1C[C@H](F)CN1C(=O)Nc1cccc(Br)c1)N1CCCCC1	19%
CN(C)C(=O)N1Cc2ccccc2OC2(CCN(C(=O)c3cccc4[nH]ccc34)CC2)C1	2%[6.33 µM]
O=C(N[C@@H]1CCN(C(=O)CSc2ccccn2)C[C@H]1O)c1ccncc1	1%
Cc1ccc(C)c(NC(=O)C2CC(=O)N(c3n[nH]c4cc(Br)ccc34)C2)c1 (stereo not drawn)	-19%
CCN1CC(c2ccccc2)CC2(CCN(C(=O)Nc3ccccc3)CC2)C1 (stereo not drawn)	11%
CCC(CC)C(=O)Nc1ccc([C@@H](O)[C@H]2COCC(=O)N2CC2CC2)cc1	45%[activator][176 µM]
Cc1cccc(C(=O)NCCC2CCN(C(=O)Nc3ccc(F)cc3F)CC2)c1	24%
CCc1cc(C(=O)N2CCC3(CCC(=O)N(CCc4cnc[nH]4)C3)CC2)cs1	21%
COc1ccc(Cc2nnc(SCC(=O)c3ccc(Cl)cc3)n2CC(C)C)cc1	?
O=C(Nc1cccc(-c2nnc3n2CCCC3)c1)c1cnccn1	25%
CCCCN1C(=O)C2(/C(=C(\O)c3ccc(OC)cc3)C(=O)C(=O)N2CCOC)c2ccccc21 (stereo not drawn)	-1%
c1ccc(N2CCSC2c2cccs2)cc1 (stereo not drawn)	-14%
CCCCCCCCOc1ccc(/C=C/C(=O)C2C(=O)C=C(C)OC2=O)cc1 (stereo not drawn)	-16%
CC(C)(C)c1ccc(-c2csc(NC=C(C#N)C#N)n2)cc1	?
N#Cc1ccc(NC(=S)N[C@H]2CO[C@H]3[C@@H]2OC[C@H]3OC(=O)Nc2ccccc2)cc1	?
C[S+](=O)([O-])Nc1cccc(Nc2cnc3ccc(-c4ccccc4)nn23)c1	49%[176 µM]
CCC(C(=O)N1CCc2nc(NC)nc(C(=O)N3CCCC3)c2C1)n1cccn1 (stereo not drawn)	25%
c1ccc2c(Cc3nnc([C@H]4CCN(CC5CC5)C4)o3)c[nH]c2c1	?
CC(C)CN(C(=O)CSc1nc(CN2CCOCC2)nc2ccccc12)C1CCS(=O)(=O)C1 (stereo not drawn)	28%
CCc1c(C)sc(NC(=O)c2cc(-c3cccc(C)c3)nc3ccccc23)c1C#N	?
C=C1[C@@H](C)CN[C@@H]1CCO	-1%
CC(C)CC(=O)Nc1nn2c(C(C)C)nnc2s1	-26%
O=C(N[C@H]1C[C@@H](CO)N(Cc2ccsc2)C1)c1cccnc1	8%

Bioassay records deposited in PubChem BioAssay by National Center for Advancing Translational Sciences (NCATS).

An excerpt, so the mix of outcomes need not match the whole.
